Bioassay records from PubChem BioAssay.
aSyn rescue: alpha-synuclein toxicity inhibition in yeast; actives 0.14% (n = 370,000); Yeast expressing alpha-synuclein, growth rescue, BacTiter-Glo, 24 h; Potency, µM (highest dose often 46.1 µM), inactives show at the highest dose growth rescue (activation), usual class: activators; also: potency is read from the fitted curve at half-maximal effect; % of control where 0% means no effect; nearly all actives have a fitted effect of over 65% in size
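Screening used galactose-induced yeast with toxic alpha-synuclein levels, exposed to compound for 24 hr at 30 deg C. Cell growth, read with BacTiter-Glo luminescence, gave the measured signal.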
TDP43 rescue: inhibitors of TDP-43 toxicity in yeast; TDP-43 expressing yeast growth rescue, BacTiter-Glo, 24 h; Potency, µM (titrated, usually from 46.1 µM), inactives show at the top dose growth rescue (activation), actives largely listed as activators; actives 1.8% (n = 410,000); AID 652104; also: potency is read from the fitted curve at half-maximal effect; % of control where 0% means no effect; nearly all actives have a fitted effect of over 50% in size
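Growth rescue of TDP-43-toxic yeast measured as ATP luminescence (BacTiter-Glo). Cells grown to mid-log in raffinose, induced in galactose at OD600=0.02, exposed to compound 24 hr at 30 deg C.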
Abeta yeast res: A-beta toxicity reversal in yeast. Potency, µM (top dose mostly 46.1 µM), inactives show at the highest dose growth rescue, actives largely listed as activators. actives 0.063% (n = 410,000). AID 1347071. yeast expressing A-beta42, growth rescue, OD600, 48 h; response scale: 0% DMSO, 100% iron-clioquinol control; also: potency is read from the fitted curve at half-maximal effect; nearly all actives have a fitted effect of over 55% in size
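Growth rescue measured by 600 nm absorbance after 48 h yeast culture at 30 C with compound. Values normalized between DMSO and an equimolar ferric chloride plus clioquinol control.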
PTHR1 agonist: PTHR1 (human) receptor agonism. Potency, µM (highest dose often 115 µM), inactives show at the top dose activation, usual class: activators. AID 743266. actives 0.075% (n = 410,000). HEK293 GP2 PTHR1 cells, GloSensor cAMP luminescence, 1 h. Q03431; also: potency is read from the fitted curve at half-maximal effect; nearly all actives have a fitted effect of over 55% in size; some results filed as inactive show a strong effect at the top dose; inactives centre near -15; many of its hits are not listed in these tables
Target sequence (Q03431 whole entry, looked up): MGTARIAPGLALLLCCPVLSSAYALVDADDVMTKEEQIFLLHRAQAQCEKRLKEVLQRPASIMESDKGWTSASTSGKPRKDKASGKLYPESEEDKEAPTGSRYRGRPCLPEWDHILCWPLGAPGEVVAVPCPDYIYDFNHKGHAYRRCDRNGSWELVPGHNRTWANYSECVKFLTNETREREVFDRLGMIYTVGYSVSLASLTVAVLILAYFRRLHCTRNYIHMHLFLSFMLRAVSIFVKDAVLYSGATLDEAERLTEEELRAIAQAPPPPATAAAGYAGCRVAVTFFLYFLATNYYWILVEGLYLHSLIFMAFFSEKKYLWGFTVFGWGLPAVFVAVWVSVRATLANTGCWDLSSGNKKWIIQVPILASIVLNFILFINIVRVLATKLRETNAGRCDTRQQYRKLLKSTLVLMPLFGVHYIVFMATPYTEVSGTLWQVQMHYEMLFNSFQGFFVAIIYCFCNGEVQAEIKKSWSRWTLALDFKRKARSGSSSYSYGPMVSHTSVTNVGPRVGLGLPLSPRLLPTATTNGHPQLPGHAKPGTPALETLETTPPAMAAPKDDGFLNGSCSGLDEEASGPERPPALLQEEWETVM
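HEK-293-derived GP2 cells expressing PTHR1 and a GloSensor cAMP reporter, 3,000/well, plated overnight, given luciferin plus IBMX (each 0.5 mM as added) for 1 h at 37 °C, then compound for 1 h at 37 °C. Luminescence was read after 15 min at room temperature.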
Akt phos inh: inhibitors of Akt phosphorylation. activity change, % for hits at 50 µM. Neuro2A IGF-stimulated pAkt S473 HTRF, 20 min; active compounds read low. AID 651550. actives 0.32% (n = 360,000); in the data active = activity change below about -80%; inconclusive = mostly about -51% to -80%; also: % is scaled to controls: 0 for no effect and ±100 for the full control effect
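Neuro2A cells in DMEM with 0.5% FBS, overnight at 37 deg C, given compound at single 50 µM final, then IGF (6 nM final) for 20 min at 37 deg C. Lysed; phospho-Akt Ser473 by HTRF after 24 h, 665/615 ratio.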
MmCpn inh: blocks the Methanococcus maripaludis chaperonin Mm-Cpn. purified Mm-Cpn ATPase, ADP Transcreener TR-FRET. Potency, µM (doses to about 76.9 µM), for the others: top-dose activity, negative = inhibition, hits mostly inhibitors. actives 0.031% (n = 330,000); also: potency is read from the fitted curve at half-maximal effect; % is scaled to controls: 0 for no effect and ±100 for the full control effect; nearly all actives have a fitted effect of over 80% in size
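Eu-cryptate anti-ADP/ADP-d2 competition gives a ratio inversely related to ADP. Enzyme at 25 nM was pre-exposed to compound for 10 min, then given 10 uM ATP for 30 min, 37°C throughout.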
FUS yeast rescue: FUS proteinopathy suppression in yeast; S. cerevisiae FUS-expressing, growth rescue, OD600, 24 h; Potency, µM (top dose mostly 76.6 µM), for inactives: at the highest dose growth rescue (activation), actives largely listed as activators; actives 0.24% (n = 390,000); AID 1347120;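 also: potency is read from the fitted curve at half-maximal effect; plate controls were DMSO vehicle for no effect and reference control for full effect; nearly all actives have a fitted effect of over 55% in size; some results filed as inactive show a strong effect at the top dose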
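Compound concentration series was pinned onto galactose-induced FUS-expressing yeast seeded at OD 0.005. Plates sat 24hr at 30C; absorbance at 600 nm gave growth. DMSO served as background control.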
GLP-1R inv ag: acts as inverse agonist at human GLP-1 receptor; P43220; HEK293 GLP-1R CRE-luciferase, luminescence, 24 h; GLP-1R form is constitutively active; Potency, µM (titrated, usually from 38.3 µM), inactives show at the top dose activity change, negative = inhibition, actives largely listed as inhibitors; actives 1.6% (n = 410,000); also: potency is read from the fitted curve at half-maximal effect; % is scaled to controls: 0 for no effect and ±100 for the full control effect; nearly all actives have a fitted effect of over 55% in size
Target sequence (P43220 whole entry, looked up): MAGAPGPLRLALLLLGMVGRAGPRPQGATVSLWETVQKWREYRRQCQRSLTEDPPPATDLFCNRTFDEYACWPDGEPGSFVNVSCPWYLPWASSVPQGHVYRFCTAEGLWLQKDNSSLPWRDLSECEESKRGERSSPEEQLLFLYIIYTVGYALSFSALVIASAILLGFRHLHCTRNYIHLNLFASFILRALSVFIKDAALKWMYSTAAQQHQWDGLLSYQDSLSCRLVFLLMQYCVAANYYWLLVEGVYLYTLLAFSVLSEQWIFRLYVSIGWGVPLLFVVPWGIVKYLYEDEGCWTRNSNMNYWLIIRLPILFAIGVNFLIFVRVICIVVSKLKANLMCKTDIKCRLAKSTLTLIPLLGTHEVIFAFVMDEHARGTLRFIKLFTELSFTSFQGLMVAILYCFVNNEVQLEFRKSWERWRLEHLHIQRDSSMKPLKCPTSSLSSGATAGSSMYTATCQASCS
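HEK293 cells stably co-expressing constitutively active GLP-1R and a cAMP-responsive luciferase reporter were seeded in DMEM with 10% Nu serum, given compounds after 12 h, and incubated 24 h at 37 deg C. Luminescence was then read.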
HEK293 tox: cytotoxicity counter-screen for GLP-1 receptor inverse agonists; actives 0.13% (n = 410,000); HEK293 cAMP-luciferase reporter cells, luminescence, 24 h; Potency, µM (doses to about 38.3 µM), inactives show top-dose activity change, negative = inhibition, most hits filed as inhibitors;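 also: loss of luciferase light is scored as toxicity; potency is read from the fitted curve at half-maximal effect; % is scaled to controls: 0 for no effect and ±100 for the full control effect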
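A 23 nL compound transfer followed 12 hours of cell culture at 37 deg C; exposure then lasted 24 hr. Luciferase assay detection reagent was dispensed and plates read for luminescence after a 12 min room-temperature wait.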
* hit, by the source's call; i = inactive; ? = inconclusive; . = not tested or not shown; [ ] = dose if it differs, or a comment. Unless noted, calls follow the shape of the dose curve; as a rule, active = well fitted curve in the direction sought with a large enough effect; inconclusive = small, poorly fitted or top-dose-only effect, or another doubt; inactive = no such curve, though single readings can be large; an effect the other way counts as inactive or inconclusive.

molecule | aSyn rescue | TDP43 rescue | Abeta yeast res | PTHR1 agonist | Akt phos inh | MmCpn inh | FUS yeast rescue | GLP-1R inv ag | HEK293 tox
CC(OC(=O)Cn1cc(C(F)(F)F)ccc1=O)C(=O)N(C)c1ccccc1 (stereo not drawn) | 8% | -14% | 4% | i | i | 1% | 13% | -9% | 11%
COC(=O)c1cc(NS(=O)(=O)c2ccc(NCc3cccnc3)c(N)c2)cc(C(=O)OC)c1 | 3% | 9% | 5% | -1% | i | -1% | . | 11% | -14%
Cc1ccccc1NC(=O)c1ccc(CNS(=O)(=O)c2ccc3c(c2)C(C)(C)C(=O)N3C)cc1 | . | 3% | -9% | i | . | . | 12% | 3% | 1%
COC(=O)c1cc(CNC(=O)c2ccc(N3CCCC3)c([N+](=O)[O-])c2)ccc1OC | 8% | 5% | 2% | i | i | 1% | 17% | 40%[activator] | 0%
CC(=O)Cc1nsc(NC(=O)c2cccs2)n1 | -5% | 4% | -5% | -20% | i | -3% | 24% | 6% | 9%
O=C(/C=C/c1ccc(N2CCC(c3ccccc3)=N2)cc1)c1ccccc1 | -3% | 5% | -3% | -9% | i | -2% | . | -20% | 245%[activator]
Cc1oc2c(c1C(=O)Nc1cccc3ccccc13)CCCC2 | -10% | 26% | 6% | -8% | i | 0% | 9% | ? | -7%
CN1CCN(c2nc(-c3cccs3)nc3ccccc23)CC1 | 0% | 2% | -6% | -2% | i | -9% | 3% | ? | ?
CCOc1cc2c(cc1OCC)C(C(=O)O)C(c1cc(Br)c(O)c(OC)c1)N(C)C2=O (stereo not drawn) | -7% | -4% | -3% | i | i | -1% | 28% | 10% | 5%
CCOc1cccc(C(=O)Nc2ccc(N3CCCC3)cc2)c1 | -4% | 1%[1.82 µM] | -6% | -32%[inhibitor] | i | -5% | 29% | 1% | -14%
COc1cccc2c1cc1c(=O)n(CC(=O)N3CCN(c4ccccc4F)CC3)nc(C)n12 | . | 14% | -17% | 5% | . | . | 4% | 4% | 14%
Cc1cc(OCC(=O)NCC(O)c2ccccc2)c2c(C)c(C)c(=O)oc2c1 (stereo not drawn) | -4% | -16% | 7% | i | i | -3% | 8% | 86%[activator] | 0%
Cc1cc(C)nc(Nc2ccc(C(=O)O)cc2)n1 | 1% | -4% | -15% | i | i | -1% | 22% | -5% | 10%
COc1ccccc1C(=O)O/N=C(\N)c1ccccc1Cl | -38%[inhibitor] | 16µM* | -44%[inhibitor] | i | i | 1% | -21% | 1% | -11%
COCCn1nnnc1C(c1ccccn1)N1CCN(c2cc(Cl)ccc2C)CC1 (stereo not drawn) | 3% | 0% | -2% | -33%[inhibitor] | i | 2% | 37% | ? | -22%
CC1(C)Cc2c(sc3nc(NCCN4CCOCC4)n4ncnc4c23)CO1 | -12% | 15% | 8% | i | i | -13% | 5% | 20% | -11%
COc1ccc(NC(=S)N2CCN(c3ccc([N+](=O)[O-])cc3)CC2)cc1OC | -1% | 14% | -10% | -36%[inhibitor] | i | 1% | -9% | 7% | -2%
NC(Cc1ccc(C(F)(F)F)cc1)c1csc(Nc2ccc(C(=O)c3ccccc3)cc2)n1 (stereo not drawn) | -39%[inhibitor] | 12% | -17% | 0% | i | . | ? | ? | ?
CCOC(=O)c1csc(NNC=O)n1 | -3% | -20% | -11% | -2% | i | 1% | . | 26% | -1%
COc1ccc(S(=O)(=O)c2c(O)c3ccc(C(=O)NCc4ccc(Cl)cc4)cc3[nH]c2=O)cc1 | . | 12% | 18% | -18% | . | . | -19% | 0% | -10%
Fc1c(F)c(-n2nnc3ccccc32)c(F)c(F)c1Cl | -14% | 18% | 1% | i | i | 1% | 27% | -7% | -7%
CCc1nnc(NS(=O)(=O)c2ccc(NS(=O)(=O)c3ccccc3)cc2)s1 | 10% | -30%[inhibitor] | -10% | -3%[57.5 µM] | i | 1% | 21% | -4% | 6%
CSc1cccc(NC(=O)C2CCN(C(=O)c3ccccc3C)CC2)c1 | 1% | 8% | -9% | -8% | i | 1% | 13% | ? | ?
Cn1nc2sc3ccccc3n2c(=O)c1=O | -1% | 8% | -2% | i | i | 3% | -10% | 7% | 21%
COCCNC(=O)C/C(C)=N/NC(=O)C(=O)NC1CCCCC1 | -4% | 15% | -5% | i | i | -1% | 2% | 18% | -3%
COc1ccccc1C(=O)N/C(=N/c1nc(C)cc(C)n1)Nc1ccccc1 | 7% | -18%[1.82 µM] | 12% | -11% | i | -5% | 10% | 26% | -4%
NC(=O)COc1ccc2c3c(c(=O)oc2c1)CCCCC3 | 0% | -11% | -10% | i | i | -6% | 7% | 22% | 4%
Cc1cccc([C@@H]2[C@@H]3C(=O)N(Cc4ccccc4)C(=O)[C@@H]3[C@]3(Cc4ccccc4)C(=O)N(c4cccc(Cl)c4)C(=O)N23)c1 | -3% | 2% | -9% | -22% | i | 0% | 27% | -20% | 7%
O=C(CN(c1cccc(Cl)c1)S(=O)(=O)c1ccc(Cl)cc1)N1CCc2ccccc2C1 | 6% | 15% | -1% | i | i | -2% | 4% | -19% | 0%
COc1ccc(NC(=O)N2CCCC(C(=O)Nc3cccc(C)c3C)C2)cc1 (stereo not drawn) | -6% | -13% | 10% | i | i | 3% | -13% | ? | -1%
Cc1ccc(S(=O)(=O)NCC(=O)OC(C)C(=O)c2ccccc2)cc1 (stereo not drawn) | -1% | 9% | 7% | i | i | -4% | 13% | 3% | 3%
COc1cc(C(=O)N[C@H](C(=O)NC2CCCc3ccccc32)C(C)C)cc(OC)c1OC (stereo partly drawn) | 1% | 3% | -1% | i | i | 1% | 19% | ? | 2%
COc1ccc(N(CC(=O)NC2CCCC2)C(=O)CCC(=O)Nc2nc(C)cs2)cc1OC | -1% | -9% | -9% | i | i | 2% | -21% | 1% | -8%
Cc1onc(-c2c(Cl)cccc2Cl)c1C(=O)NCCCN1CCOCC1 | -2% | 7% | 7% | i | i | . | 5% | 9% | 0%
CCOCCCNC(=O)N1CCOCC1 | 8% | 16% | 4% | -3%[57.5 µM] | i | 0% | 14% | 0% | -15%
Cc1nnc(SCc2cccc(Oc3ccccc3)c2)n1N | 2% | 25% | 2% | -7% | i | -4% | . | 13% | -8%
O=c1[nH]c(CSc2ncn[nH]2)nc2ccccc12 | 0% | 16% | -2% | i | i | 1% | 9% | 7% | 1%
CC1(C)c2ccccc2N2CC(=O)NC21/C=C/c1ccco1 (stereo not drawn) | 14% | -1% | 12% | i | i | 1% | 27% | -25% | -15%
O=c1c2c3c(sc2ncn1Cc1ccc(F)cc1)CCC3 | 0% | -6% | -2% | i | i | -1% | 31% | 7% | -11%
Cc1cc(C)n2nc(C(=O)OCC(=O)Nc3cc(Cl)ccc3C)nc2n1 | -6% | -9% | -23% | ? | i | 2% | -4% | -7% | 8%
COc1ccc(NC(C)=O)cc1NC(=O)CCn1c(=O)sc2ccccc21 | 0% | -9% | 7% | -11%[57.5 µM] | i | 0% | 16% | 0% | -15%
COc1ccc(NC(=O)CSc2nnc(-c3ccncc3)o2)c(OC)c1 | -5% | -9% | -11% | i | i | 0% | 4% | -5% | -1%
O=c1c2ccccc2nc(COc2ccccc2)n1/N=C/c1ccc(O)c(O)c1 | 1% | 11% | -10% | -26% | i | 0% | -3% | ? | -1%
COc1ccccc1OCCN(C#N)c1nc(N(C)C)nc(N(C)C)n1 | 11% | 7% | 8% | -24% | i | 2% | 11% | ? | 8%
CN1C(=O)c2oc3ccccc3c(=O)c2C1c1ccncc1 (stereo not drawn) | 9% | -40%[inhibitor] | -12% | -2% | i | -3% | . | -22% | -6%
COc1cccc(OC)c1C(=O)OCC(=O)NC1CCCCCC1 | 7% | ? | -22% | -8% | i | 0% | -11% | -32% | 3%
CC(OC(=O)/C(C#N)=C/c1ccc(N(C)C)cc1)C(=O)N(C)Cc1ccccc1 (stereo not drawn) | 1% | 0% | -26% | -94%[inhibitor] | i | 2% | ? | ? | 9%
Cc1ccccc1CN1CCN(C(C)C(=O)NNC(=O)c2ccc(F)cc2)CC1 (stereo not drawn) | -5%[1.84 µM] | -4% | -11% | -4% | i | 1% | 20% | 0% | 4%
O=C(NCC(=O)N1CCN(S(=O)(=O)c2cccc(F)c2)CC1)c1ccc(Br)o1 | 0% | -4% | 17% | i | i | -1% | 7% | 10% | -9%
Cc1ccc2oc(=O)c3cc(C(=O)NCCCN4CCN(C)CC4)sc3c2c1 | 3% | -18% | -13% | i | i | -1% | -3% | ? | ?
Cc1cc(C)c2oc(C(=O)Nc3ccc(S(=O)(=O)N4CCCC(C)C4)cc3)cc(=O)c2c1 (stereo not drawn) | -2% | -2%[0.397 µM] | 0% | -5% | i | 1% | 9% | 6% | 2%

In the list so far, 2 contain an NH in an aromatic ring:
molecule | aSyn rescue | TDP43 rescue | Abeta yeast res | PTHR1 agonist | Akt phos inh | MmCpn inh | FUS yeast rescue | GLP-1R inv ag | HEK293 tox
COc1ccc(S(=O)(=O)c2c(O)c3ccc(C(=O)NCc4ccc(Cl)cc4)cc3[nH]c2=O)cc1 | . | 12% | 18% | -18% | . | . | -19% | 0% | -10%
O=c1[nH]c(CSc2ncn[nH]2)nc2ccccc12 | 0% | 16% | -2% | i | i | 1% | 9% | 7% | 1%

Not all compounds are listed. The share of hits here may be higher or lower than overall.
